High-throughput results from PubChem.
Yp Topo-I inh: inhibitors of Yersinia pestis topoisomerase I; activity, % at 10 µM; 360,000 tested, 0.064% active; Y. pestis Topo-I cleavage product accumulation, plate reader; in the data active means activity above about 50%, passing the limit was not always enough; inconclusive means no clear call, values can overlap the other calls; further: inactives centre near 2
PfHsp40 yeast: restores yeast growth despite PfHsp40 toxicity; growth rescue, % at 12.5 µM; 340,000 tested, 0.68% active; S. cerevisiae expressing PfHsp40, growth rescue, ATP luminescence; in the data active means growth rescue above about 28%, passing the limit was not always enough; inconclusive means no clear call, values can overlap the other calls;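 further: yeast W303a lacking pdr1 and pdr3 grown in galactose medium; growth measured after three days at 30 °C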
Vc quorum ag: induces V. cholerae light production without autoinducers; V. cholerae BH1578 lux reporter, luminescence, 6 h; 350,000 tested, 0.16% active; activation, % at 18.7 µM; in the data active means activation mostly above about 9.7%, no sharp cut-off; inconclusive means no clear call, values can overlap the other calls; inactive means mostly below about 3.7%; further: not every result past the cut was called active; inactives centre near 0; reference of the scale not given here
BoNT-A LC inh2: blocks Botulinum neurotoxin A light chain protease; multiplex microsphere protease substrate cleavage, flow cytometry; inhibition, % at 10 µM; 360,000 tested, 0.17% active; further: plate controls were buffer without enzyme for full effect and enzyme alone for no effect
PrPC surface inh: inhibitors of human cell surface prion protein PrPC; P04156; TR-FRET read-out; inhibition, % at 13.8 µM; 370,000 tested, 0.43% active; AID 720596; in the data active means inhibition above about 24%; further: 0% = median of the test wells and 100% = reference compound wells
SSB-PriA inh: inhibitors of Klebsiella pneumoniae PriA binding to SSB C-terminal tail; AlphaScreen SSBct-PriA binding, biotinylated peptide; inhibition, % at 33 µM; 430,000 tested, 0.6% active; in the data active means inhibition mostly above about 37%, no sharp cut-off; inactive means mostly below about 20%;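 further: plate controls were negative control peptide for no effect and reference peptide for full effect; strong numbers were not always called active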
3CLpro inhibitor: SARS-CoV 3CLpro protease inhibition. recombinant SARS-CoV 3CLpro, quenched FRET peptide cleavage. inhibition, % at 6 µM. 290,000 tested, 0.14% active. AID 1706; in the data active means inhibition above about 12%
TcdB GH inh: TcdB glycohydrolase inhibition | P18177 | TcdB glycohydrolase enzymatic assay, plate reader | inhibition, % at 9.99 µM | 350,000 tested, 0.24% active | AID 652162; in the data active means inhibition above about 10%
Anthrax LF prot: inhibitors of Bacillus anthracis lethal factor protease. P15917. multiplex microsphere protease cleavage assay, LF. inhibition, % at 10 µM. 360,000 tested, 0.12% active. AID 588501; further: plate controls were buffer without enzyme for full effect and enzyme alone for no effect
* marks the source's active call; other numbers are inactive results; i = inactive; ? = inconclusive; . = no result given; & = joins results of further samples. Unless noted, no stated cut-off is given here; in the data, active means inhibition above about 30%; inconclusive means no clear call, values can overlap the other calls; inactive means below that.

The line under a structure holds: Yp Topo-I inh, PfHsp40 yeast, Vc quorum ag, BoNT-A LC inh2, PrPC surface inh, SSB-PriA inh, 3CLpro inhibitor, TcdB GH inh, Anthrax LF prot
> CCOC(=O)c1ccccc1NC(=O)COC(=O)CN1C(=O)NC2(CCCC2)C1=O
    18, -0.7, -0.1, 0.6, -10, -8, 2, -1.0, 0
> CCC(C)NC(=O)CSc1nnc(-c2cc(OC)c(OC)c(OC)c2)c(-c2cc(OC)c(OC)c(OC)c2)n1 (stereo unspecified)
    9, -1.1, -10, 2.2, -1, 2, -7, 1.0, -17
> CCOC(=O)C1=C(N)Oc2cc(O)ccc2C1c1ccc(Br)cc1 (stereo unspecified)
    -9, 0.2, 3.0, -2.3, 3, 0, -2, 1.6, -3
> CC(=O)c1ccccc1OCc1ccc(S(=O)(=O)Cc2ccccc2)cc1
    31, 2.8, -0.4, -0.8, 6, -30, 2, -1.1, 5
> Cc1ccc([N+](=O)[O-])cc1NC(=O)c1ccc(C(C)(C)C)cc1
    -8, -0.5, i, ?, -2, 22&-9, -2, 2.6, 6
> CCOC(=O)CC1(NC(=O)C2CCC(=O)N(C3CC3)C2)CCCCC1 (stereo unspecified)
    1, 1.4, i, -3.6, 8, -15, 1, 1.7, -5
> N#CC/C(N)=N/NC(=O)CCCNc1ncc(C(F)(F)F)cc1Cl
    -1, -0.7, -0.2, -0.8, 6, ., -2, -1.0, 0
> CCOc1ccccc1-c1nc(-c2ccc(NC(=O)Cc3ccccc3OC)cc2)no1
    6, 3.2, i, -0.5, -5, -19, -9, ., 2
> Cc1cccc2c1-c1sc(C(=O)Nc3nccs3)cc1CO2
    -14, 0.2, -0.3, 0.4, 6, -4, -6, 0.9, -2
> Nc1c(-c2ccc(Cl)cc2)cnn1-c1cccc(C(F)(F)F)c1
    0, 2.7, i, -0.3, 6, -3, 2, ., -2
> CCC1CCCCN1Cc1ccc(OC)c(C)c1C (stereo unspecified)
    -1, 6.8, i, 0.5, 0, -6, -3, ., -6
> CCOC(=O)c1cccc(NC(=O)c2c(O)[nH]c(=O)[nH]c2=O)c1
    28, 0.6, i, -0.6, -4, -14, ., ., -8
> CC(=O)Nc1ccc(SCc2csc(C)n2)cc1
    -2, -0.5, -0.2, 7.0, 2, 11, 1, 0.1, 4
> Cc1cc(C(=O)N/N=C2\CCCC(C)C2)n[nH]1 (stereo unspecified)
    -4, -1.1, 1.7, 1.6, 3, ., -1, -3.2, -3
> O=C(NS(=O)(=O)Oc1ccccc1F)OC[C@@H]1CCCN2CCCCC12 (stereo partly specified)
    -4, -0.9, 0.1, 1.6, -2, 6, 0, 0.3, 1

Laid out differently: 3 of the compounds above
molecule	Yp Topo-I inh	PfHsp40 yeast	Vc quorum ag	BoNT-A LC inh2	PrPC surface inh	SSB-PriA inh	3CLpro inhibitor	TcdB GH inh	Anthrax LF prot
CCC1CCCCN1Cc1ccc(OC)c(C)c1C (stereo unspecified)	-1	6.8	i	0.5	0	-6	-3	.	-6
CCOC(=O)c1cccc(NC(=O)c2c(O)[nH]c(=O)[nH]c2=O)c1	28	0.6	i	-0.6	-4	-14	.	.	-8
CC(=O)Nc1ccc(SCc2csc(C)n2)cc1	-2	-0.5	-0.2	7.0	2	11	1	0.1	4

Other entries follow.
The line under a structure holds: Yp Topo-I inh, PfHsp40 yeast, Vc quorum ag, BoNT-A LC inh2, PrPC surface inh, SSB-PriA inh, 3CLpro inhibitor, TcdB GH inh, Anthrax LF prot
> O=C(O)Cc1ccc(OCc2ccc(Cl)nc2)cc1
    11, -0.5, -0.3, -0.4, -8, 5, 3, 0.0, 0
> O=C(N/N=C/c1ccc(N2CCOCC2)cc1)c1cccs1
    5, 0.8, -0.3, 1.2, 10, ., -1, 0.9, -9
> O=C(CSc1nccn(-c2ccc(F)c(Cl)c2)c1=O)NC1CCCC1
    1, -0.8, -5.0, 2.9, 0, 1, ., 1.7, -2
> CS(=O)(=O)c1cccc(-c2nnc(NC(=O)CCS(=O)(=O)c3ccccc3)o2)c1
    4, 1.2, i, 1.8, -5, -3, ., 1.6, 0
> COc1ccccc1C(=O)NC(=S)Nc1ccc(Cc2ccncc2)cc1
    -6, ., -0.8, -1.4, 5, -2, -6, 3.2, 7
> CCC(=O)N(CCC(Cc1ccccc1)c1ccco1)Cc1ccco1 (stereo unspecified)
    48, 3.3, 0.3, -1.0, 3, -3, 2, 1.9, 0
> O=C(Oc1ccc(-c2nccc(-c3ccccn3)n2)cc1)c1cccc(C(F)(F)F)c1
    -6, 0.7, 2.6, 0.7, -6, -15, -1, ., 0
> CCn1c(SCC(=O)N(Cc2ccccc2)C2CCS(=O)(=O)C2)nc2ccccc2c1=O (stereo unspecified)
    2, -0.7, -0.3, 0.2, 1, -2, -5, ., -4
> Cc1ccc(S(=O)(=O)c2c(N)n(CC3CCOC3)c3nc4ccccc4nc23)cc1 (stereo unspecified)
    24, -0.5, -11, 2.2, 1, -9, 6, ., 2
> CCOC(=O)N1CCN(C(=O)C[C@@H]2C[C@@]3(C(=O)OCC)CCC=C3N(Cc3ccco3)C2=O)CC1
    ., ., ., 1.1, 2, ., ., 1.0, 3
> Cc1csc(NC(=O)c2ccc(S(=O)(=O)N(C)c3ccccc3)cc2)n1
    5, 0.3, -0.7, 0.7, 4, 4, 3, ., 0
> COc1ccccc1NC(=O)c1sc2nc(C)cc(C)c2c1N
    -1, -0.5, -0.2, -3.0, 9, -19, ., 0.7, -7
> CC1CC(C)CN(CCCCOc2ccc([N+](=O)[O-])cc2)C1 (stereo unspecified)
    6, -0.5, 3.5, 0.4, -6, -1, 2, ., -1
> CN(C)CCNc1ncnc2c1sc1nc(N3CCOCC3)c3c(c12)CC(C)(C)SC3
    -14, 2.9, -0.4, -2.4, -33, -2, -5, ., -4
> COc1ccc(O)c(C=Nc2cc(C)on2)c1
    -3, 1.5, 1.7, 0.6, 1, 14, 0, ., 2
> CCOc1ccc(NC(=O)Cc2nnc(SCC(=O)N3CCOCC3)n2C)cc1
    -2, -1.0, -0.8, -1.4, -6, -3, -1, 0.7, 0
> O=C(O)c1ccccc1NS(=O)(=O)c1ccc(NN=Cc2ccc(F)cc2)c([N+](=O)[O-])c1
    -9, 1.9, i, 0.2, ., -4, ., ., 0
> O=C(COC(=O)COc1ccc(Cl)cc1Cl)NC1CCCCCC1
    32, -0.3, i, 0.6, 9, -1, ., 1.3, -6
> COc1ccc(C(=O)CC(=O)C(=O)Nc2ccc(Cl)cc2)cc1
    -5, -0.7, 0.8, -2.8, 7, -4, 4, 0.1, -4
> COc1ccc(CCN(C)CCCC(C#N)(c2cc(OC)c(OC)c(OC)c2)C(C)C)cc1OC (stereo unspecified)
    -8, -1.6, 5.0, -0.7, -2, 0, -2, 1.0, -5
> CCN(CC)S(=O)(=O)c1ccc(N2CCOCC2)c(NC(=O)CC2OC(=O)c3ccccc32)c1 (stereo unspecified)
    2, 1.2, -1.4, 1.6, 3, 1, ., 4.6, -1
> CCOC(=O)C1CCN(C(=O)C(C)Sc2nnc3ccccn23)CC1 (stereo unspecified)
    4, -0.1, 1.7, 0.1, 4, -9, ., -1.2, -3
> Cc1[nH]n(-c2ccccc2)c(=O)c1/C=N/c1ccccn1
    0, -2.1, 3.6, 0.4, 3, ., 1, ., 1
> COc1cc(C(C)=O)ccc1OCC(=O)c1cc(C)n(C2CC2)c1C
    18, 0.1, -3.3, 1.3, 1, 0, 0, ., -9
> O=C(NCC1CCCN(Cc2ccc3nonc3c2)C1)c1ccc(F)cc1 (stereo unspecified)
    1, -1.3, 3.3, -1.2, -13, -6, 2, 1.3, -5
> Cc1ccccc1Cn1ccc(NC(=O)c2cnn3c2NC(c2ccccc2)CC3C(F)(F)F)n1 (stereo unspecified)
    -1, -0.5, -0.6, -1.0, 9, 14, -2, ., -6
> CC(=O)N1CCN(C(C)=O)c2ccccc21
    3, -1.3, i, -0.1, 2, -1, ., 0.8, 0
> CC1(C)OC2OC3C(CN)OC(c4ccccc4)OC3C2O1 (stereo unspecified)
    1, 0.8, i, -0.2, -5, 0, ., 1.2, 7
> CCOC(=O)C1(C)NC(c2ccc(OC)c(OC)c2)C2C(=O)N(c3cccc(C(C)=O)c3)C(=O)C21 (stereo unspecified)
    1, ., -0.3, -0.9, -6, ., ., 0.8, 0
> CCC(C)NC(=O)C1CCN(S(=O)(=O)c2cccc3cccnc23)CC1 (stereo unspecified)
    2, -2.2, -0.5, -0.1, -4, -4, 5, 0.3, -8
> O=[N+]([O-])c1ccc(C2CCCC/C2=N\OCc2cccc(F)c2)c([N+](=O)[O-])c1 (stereo unspecified)
    0, 1.3, -1.4, ?, 4, ., 2, ., -4
> CSc1nccc(N2CCN(c3ccc(F)cc3)CC2)n1
    -4, 3.0, i, -0.1, -2, 4, -1, -0.5, -1
> CS(=O)(=O)N(CC(=O)Nc1cccc([N+](=O)[O-])c1)c1ccccc1
    5, -1.0, 0.3, 0.5, -24, -3, 2, 0.5, -9
> Cc1ccc(C(=O)CC2(O)C(=O)N(Cc3ccccc3Cl)c3ccccc32)o1 (stereo unspecified)
    11, 0.6, 5.9, 0.1, 4, 2, -6, ., -5
> Cc1ccnc(NC(=O)CCC(=O)N(CC(=O)NCc2ccccc2)Cc2ccc(F)cc2)c1
    -4, 0.8, -0.3, 0.0, 4, -20, -9, -0.2, 3
> CC[C@]12c3[nH]c4cc(CCC(=O)N(C)C)ccc4c3CCN1C(=O)[C@@H](CC(=O)NC(C)(C)C)C[C@@H]2C(=O)N1CCN(C(=O)c2ccco2)CC1
    15, 0.2, -0.5, -0.4, -3, -13, ., 0.9, -4
> Cc1sc2ncn(CC(=O)NCCCC(=O)N3CCC4(CC3)OCCO4)c(=O)c2c1C
    1, 0.7, -0.2, -2.2, 0, -1, 4, ., -3
> CCc1csc(CNC(=O)C2CCC(=O)N(Cc3cccc(OC)c3)C2)n1 (stereo unspecified)
    -5, ., i, -0.1, -2, ., ., 0.1, -4
> O=C(CSc1nnc(-c2c[nH]c3ccccc23)o1)N(Cc1ccccc1)c1ccc(F)cc1
    10, 5.9, -3.0, 0.2, ., 0, -2, ., -7
> COc1ccc(CN2CCN(C(=O)c3ccc(S(=O)(=O)N4CCCCCC4)cc3)CC2)cc1
    16, -1.2, -0.3, ., -4, -2, ., 1.0, .
> Cc1cc(Cn2nc(-c3ccccc3C)cc2C(=O)O)on1
    9, 0.7, 0.8, 0.0, 0, -8, ., 3.3, -4
> O=C(COc1ccccc1F)NNC(=O)c1cccc(-n2cccc2)c1
    1, -0.5, -0.2, -1.2, -4, 5, 1, -0.3, -4
> Cc1ccccc1C(=O)N1CCC(C(=O)N2CCCc3ccccc32)CC1
    4, -1.1, -8.0, -3.1, 6, -12, ., -6.5, -6
> CN(Cc1nccs1)C(=O)CC1C(=O)NCCN1Cc1ccc(-c2ccccc2)cc1 (stereo unspecified)
    15, -0.4, i, -0.3, 7, -5, 0, 2.0, -6
> C=C1CCN(c2ccc(C(=O)NCc3ccc(OC)cc3)cc2[N+](=O)[O-])CC1
    17, 0.1, -1.4, -0.2, -3, -5, ., -0.2, 0
> COc1ccccc1C(=O)Oc1ccc2ccc(=O)oc2c1
    -1, -0.5, -0.7, -1.9, 4, -12, 3, -1.4, -11
> COc1ccc(/C=N/NC(=O)c2cccnc2)cc1CN1CCc2cc(OC)c(OC)cc2C1C (stereo unspecified)
    8, -1.2, 0.3, 3.1, -11, ., -1, -0.2, -3
> CCOC(=O)C1CCN(C(=O)Cc2ccc(C)cc2)CC1
    1, -0.3, -1.0, -0.1, -3, -22, 1, ., 1
> O=C(Cn1ncc2c3ccccc3n(Cc3ccccc3)c2c1=O)NCc1ccccn1
    -3, 0.1, i, -0.3, 2, -1, 0, 1.1, -2
> CC(C)OC(=O)c1cc2c(=O)[nH]c(C(Cl)(Cl)Cl)nc2o1
    -2, 1.1, 0.5, 1.5, 1, -13, 1, 0.1, 0
> Cc1cccc(NC(=O)c2cc(Cl)nc3ccccc23)n1
    -7, 0.7, i, ?, 2, 2, 0, 0.8, -18
> COC(=O)c1c(CSc2ccc(C)c(C)c2)noc1C(=O)NCc1ccc(OC)cc1
    33, 5.4, 0.1, 0.1, 9, -24, -3, -0.1, -9
> Cc1ccc(NC(=O)COc2cccc(-n3cnnn3)c2)cc1S(=O)(=O)N1CCOCC1
    12, -0.6, i, -0.3, 3, 13, ., 0.7, -5

These rows are one share of the data, so the mix of outcomes need not match the whole.
